Bioassay records as filed in PubChem.
mIDH1 inhibitor = inhibitors of human mutant IDH1 R132H; O75874; IDH1-R132H enzyme, NADPH consumption, diaphorase/resazurin fluorescence; Potency, µM (doses to about 76.6 µM), without a hit: at the top dose activity change, negative = inhibition, actives largely listed as inhibitors; 390,000 tested, 0.093% active; AID 602179; further: potency means the concentration at half of the fitted maximal effect; on the % scale 0 is the no-effect control and ±100 the full control effect; nearly all actives have a fitted effect of over 65% in size
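IDH1-R132H (0.5 ug/mL dispensed) in pH 7.5 Tris buffer was preincubated 30 min with compound, then given a substrate mix of 0.016 mM NADPH and 2 mM alpha-KG for 80 min at room temperature; remaining NADPH was read by diaphorase/resazurin fluorescence.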
USP1 inh = blocks the human USP1/UAF1 deubiquitinase complex | Potency, µM (top dose mostly 57.1 µM), inactives show at the top dose activity change, negative = inhibition, actives largely listed as inhibitors | O94782 | recombinant USP1/UAF1, Ub-Rhodamine cleavage fluorescence | 390,000 tested, 0.23% active | AID 743255; further: potency means the concentration at half of the fitted maximal effect; on the % scale 0 is the no-effect control and ±100 the full control effect; nearly all actives have a fitted effect of over 60% in size; inactives centre near -12
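USP1/UAF1 complex (1 nM) preincubated 15 min at room temperature with compound, then Ub-Rho substrate (150 nM final) added. Kinetic fluorescence at 480/540 nm over 6 reads at 60 s intervals; 50 mM HEPES pH 7.8, 0.5 mM EDTA, 0.1 mg/ml BSA, 1 mM TCEP, 0.01% Tween-20.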
TRHR ag = TRH receptor (human) agonism. TRHR cells, calcium flux fluo-8, FDSS agonist mode. activation, % at 2 µM. 360,000 tested, 0.18% active. AID 493084; in the data active means activation above about 30%; further: 0% is about no effect
Target sequence (P34981 whole entry, looked up): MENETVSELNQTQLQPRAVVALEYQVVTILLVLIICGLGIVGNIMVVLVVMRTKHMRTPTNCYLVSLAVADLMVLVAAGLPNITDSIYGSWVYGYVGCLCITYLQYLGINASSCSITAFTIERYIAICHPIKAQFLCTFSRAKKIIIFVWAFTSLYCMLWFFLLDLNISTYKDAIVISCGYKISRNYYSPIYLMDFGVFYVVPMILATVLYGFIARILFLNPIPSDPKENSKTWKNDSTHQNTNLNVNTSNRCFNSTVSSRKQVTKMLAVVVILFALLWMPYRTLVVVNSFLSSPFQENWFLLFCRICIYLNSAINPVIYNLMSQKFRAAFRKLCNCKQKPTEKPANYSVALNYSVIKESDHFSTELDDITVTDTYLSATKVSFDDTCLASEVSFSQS
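Fluo-8-loaded TRHR cells; 10 s baseline, compound added, kinetic Ca2+ fluorescence read 1/s, agonist mode.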
D2 agonist = activates the human D2 dopamine receptor. HEK293 T-REx D2 cells, calcium flux agonist mode. activation, % at 2 µM. 340,000 tested, 0.53% active;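 active means activation over 3 SD above normal in the single-dose calcium agonist read, cut at about 30% in these data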; further: 0% is about no effect
Target sequence (P14416 whole entry, looked up): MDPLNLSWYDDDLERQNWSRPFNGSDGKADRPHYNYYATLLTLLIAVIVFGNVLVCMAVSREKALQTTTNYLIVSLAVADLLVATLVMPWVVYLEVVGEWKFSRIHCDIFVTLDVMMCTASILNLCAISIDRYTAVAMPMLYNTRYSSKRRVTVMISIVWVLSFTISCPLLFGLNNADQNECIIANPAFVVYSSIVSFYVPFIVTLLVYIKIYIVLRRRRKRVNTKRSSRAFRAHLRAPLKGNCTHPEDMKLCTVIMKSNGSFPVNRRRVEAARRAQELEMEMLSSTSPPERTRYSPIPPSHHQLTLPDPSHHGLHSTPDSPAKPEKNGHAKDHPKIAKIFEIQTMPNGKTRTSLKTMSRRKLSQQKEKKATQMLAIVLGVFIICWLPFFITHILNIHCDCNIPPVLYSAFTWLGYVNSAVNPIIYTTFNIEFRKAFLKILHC
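Tetracycline-induced HEK293 T-REx cells with force-coupled D2 receptor, plated overnight at 30 C, loaded with no-wash calcium dye. After a 10 s baseline, compound was pin-added and calcium flux read kinetically for 180 s; calcium rises flagged agonists.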
TrxR1 inh = inhibitors of rat thioredoxin reductase 1. recombinant rTrxR1, NADPH fluorescence consumption, selenite substrate. 390,000 tested, 1% active. Potency, µM (highest dose often 114 µM), for inactives: at the top dose activity change, negative = inhibition, usual class: inhibitors. O89049. AID 588453; further: potency means the concentration at half of the fitted maximal effect; on the % scale 0 is the no-effect control and ±100 the full control effect; nearly all actives have a fitted effect of over 65% in size
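Rat TrxR1 (90 nM in the dispensed reagent) was pre-reduced with 400 uM NADPH for 5 min at room temperature, then incubated with compound for 15 min. After 400 uM selenite was added, NADPH fluorescence (Ex 340/Em 450 nm) was followed for 8 min.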
TrxR1 substrate = rat thioredoxin reductase 1 substrate activity | Potency, µM (doses to about 114 µM), for the others: at the top dose activity change, negative = substrate turnover | purified TrxR1 substrate turnover, NADPH consumption readout | O89049 | 390,000 tested, 0.01% active; further: potency means the concentration at half of the fitted maximal effect; on the % scale 0 is the no-effect control and ±100 the full control effect; nearly all actives have a fitted effect of over 50% in size
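Rat TrxR1, dispensed at 90 nM, was prereduced with 400 uM NADPH (final) for 5 min at ~22 deg C, then incubated with compound 15 min before 400 uM selenite. A first-read NADPH fluorescence drop versus no-compound background flagged substrates.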
TRHR PAM = allosteric enhancers of human TRH receptor | P34981 | TRHR cells, fluo-8 calcium fluorescence, EC20 TRH enhancement | enhancement, % at 2 µM | 360,000 tested, 0.66% active; in the data active means enhancement above about 30%; further: 0% is about no effect
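TRHR-expressing cells loaded with fluo-8 calcium dye were read kinetically (ex 480/em 530) during compound addition, then stimulated with an EC20 of TRH (10 nM final). Enhancement of the Gq-mediated intracellular calcium response was scored.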
D2 antag = antagonists of human D2 dopamine receptor; P14416; HEK293 TREx D2 cells, calcium flux, dopamine EC80; inhibition, % at 10 µM; 340,000 tested, 2% active; in the data active means inhibition above about 30%; further: 0% is about no effect
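In this primary screen, negative modulation is detected by tracking calcium flux after an EC80 dopamine challenge in inducible HEK293 T-REx D2 cells preexposed to test compound for 180 s.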
Pin1 inh = inhibitors of human Pin1; Q13526; Potency, µM (highest dose often 115 µM), without a hit: top-dose activity, negative = inhibition, hits mostly inhibitors; AID 504891; 390,000 tested, 0.009% active; Pin1 FP peptide displacement, HiFluor488, 10 min; active means well fitted inhibition curve with a large enough effect in the polarisation, with a control signal flat, not every such curve was filed as active; inconclusive means small, poorly fitted or top-dose-only effect, or effect the other way, or a change in a side signal; inactive means no such curve, though single readings can be large or run the other way; the % refers to the polarisation; further: potency means the concentration at half of the fitted maximal effect; on the % scale 0 is the no-effect control and ±100 the full control effect
Target sequence (Q13526 whole entry, looked up): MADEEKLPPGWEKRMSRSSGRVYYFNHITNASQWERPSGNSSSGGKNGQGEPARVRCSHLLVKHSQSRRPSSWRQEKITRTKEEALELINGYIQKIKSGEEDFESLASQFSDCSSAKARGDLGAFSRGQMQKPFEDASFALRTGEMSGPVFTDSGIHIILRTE
Active calls of the source: *; ? = inconclusive; . = no result given; & = joins results of further samples; [ ] = another dose, or the depositor's remark. Unless noted, the call rests on the fitted dose curve; in most records, active means well fitted inhibition curve with a large enough effect; inconclusive means small, poorly fitted or top-dose-only effect; inactive means no such curve, though single readings can be large or run the other way.

SMILES	mIDH1 inhibitor	USP1 inh	TRHR ag	D2 agonist	TrxR1 inh	TrxR1 substrate	TRHR PAM	D2 antag	Pin1 inh
Oc1[nH]c2ccc(Br)cc2c1N=NC(=S)N1CCOCC1	-12%	-6%	-1.8	0.2	?	-14%	-5	-3	?
COc1ccc(S(=O)(=O)N2CCOC2CNC(=O)C(=O)NCCCN2CCOCC2)cc1C (stereo not given)	8%	-23%	-0.4	-0.2	10%	-1%	16	-8	-3%
CC(C)c1cccc(-c2ccc3c(c2)S(=O)(=O)c2cccc(C(=O)NC4CCCC4)c2C3=O)c1	-11%	-9%	.	.	8%[57.1 µM]	7%[57.1 µM]	.	.	-1%
COC(=O)c1ccc(NS(=O)(=O)NC(=O)c2cn(C)c3ccccc23)cc1	3%	-23%	-0.3	0.4	3%	-1%	-7	-7	5%
CCCN(CC(=O)Nc1ccccc1C)C(=O)CCCc1c[nH]c2ccccc12	8%	-9%	0.6	1.2	-4%	-6%	-6	6	-3%
CCCc1cc(=O)oc2cc(C)cc(OCC(=O)NCC(O)c3ccccc3)c12 (stereo not given)	1%	-22%	-0.4	0.3	34%	74%[activator]	11	-24	1%
COc1ccc(NC(=O)c2sc3nc(N4CCOCC4)c4c(c3c2N)CC(C(C)C)OC4)c(OC)c1 (stereo not given)	-6%	-23%	0.2	0.3	-6%	41%[activator]	1	4	-2%
CC(C)c1nc2c(c(=O)n(C)c(=O)n2C)n1C	-5%	-25%	1.1	-0.5	13%[2.29 µM]	1%[57.1 µM]	6	-24	4%
Clc1ccc(-c2csc(=Nc3cccnc3)n2CCCn2ccnc2)cc1Cl	-1%	-1%	-0.6	4.0	-23%	-17%	-9	5	-1%
COc1cccc(C2CC(c3ccccc3Cl)Nc3nc(N)nn32)c1 (stereo not given)	-2%	-3%	0.8	-0.3	-1%	-4%	-7	3	6%
Cc1ccc2oc3c(c(=O)c2c1)C(c1cccc(Br)c1)N(Cc1ccco1)C3=O (stereo not given)	0%	-16%	0.1	1.2	15%	8%	4	4	-3%
Cc1ccccc1N(CC(=O)N/N=C/c1ccc(N(C)C)cc1)C(=O)c1ccccc1	6%	-13%	-0.2	-1.0	67%[activator][57.1 µM]	40%[activator][57.1 µM]	-3	10	?
CCCCCCn1c(N2CCN(c3ccccc3)CC2)nc2c1c(=O)n(C)c(=O)n2C	-9%	-22%	2.3	.	16%	1%	0	-4	?
COc1cc(-c2c(C#N)c(N)nc3c2CCCC3)cc(OC)c1OC	1%	-6%	0.4	1.0	?	-9%	4	-31	11%
COCC(=O)Nc1nnc(Cc2ccc(OC)c(OC)c2)s1	-1%	-23%	0.2	0.2	22%	8%	-3	15	0%
CC(C)(C)n1nnnc1C(c1cccs1)N1CCCc2ccccc21 (stereo not given)	3%	-29%	0.3	1.0	-3%	-4%	-6	-9	13%
CCOC(=O)C1=C(C)NC2=C(C(=O)CC(C)(C)C2)C1c1ccsc1 (stereo not given)	1%	-4%	-1.4	0.1	3%	26%	3	-9	6%
COc1cc(-c2c(-c3cccc(C)c3)oc3ccccc23)cc(OC)c1OC	-2%	-18%	1.5	0.2	70%	36%	6	7	-4%
OC(COc1ccccc1Cl)CN1CCN(CC(O)COc2ccccc2Cl)CC1 (stereo not given)	5%	-3%	3.0	2.7	13%	0%	-5	70*	-5%
CCOC(=O)N1CCN(C2=C(NS(=O)(=O)c3ccc(C)cc3)C(=O)c3ccccc3C2=O)CC1	7%	22µM*	1.7	-0.8	-5%	-2%	-9	-8	?
COc1c(C)cc(Br)cc1C(=O)Nc1ccc(Cc2ccncc2)cc1	2%	-22%	0.6	-1.1	10%	-6%	2	-12	20%
Cn1nc(C(C)(C)C)cc1C(=O)NCc1ccc(N2CCCC2=O)cc1	15%	2%	0.9	0.4	25%	-1%	-4	1	1%
CCOC(=O)C1(C)NC(c2ccc(N(C)C)cc2)C2C(=O)N(CC)C(=O)C21 (stereo not given)	-3%	-21%	0.7	0.6	-11%	-10%	2	-6	-11%
CCOc1ccccc1N1CC(c2nc3ccccc3n2CCCOc2ccccc2OC)CC1=O (stereo not given)	7%	-14%	-1.8	0.3	1%	-4%	-19	.	3%
CCOc1ccc(N2CC(C(=O)Nc3nnc(Cc4ccccc4)s3)CC2=O)cc1 (stereo not given)	6%	-10%	-0.5	-1.2	24%[57.1 µM]	9%[57.1 µM]	-7	6	7%

Reformatted: entries from further up.
structure,mIDH1 inhibitor,USP1 inh,TRHR ag,D2 agonist,TrxR1 inh,TrxR1 substrate,TRHR PAM,D2 antag,Pin1 inh
Cn1nc(C(C)(C)C)cc1C(=O)NCc1ccc(N2CCCC2=O)cc1,15%,2%,0.9,0.4,25%,-1%,-4,1,1%
CCOC(=O)C1(C)NC(c2ccc(N(C)C)cc2)C2C(=O)N(CC)C(=O)C21 (stereo not given),-3%,-21%,0.7,0.6,-11%,-10%,2,-6,-11%

Next section
SMILES	mIDH1 inhibitor	USP1 inh	TRHR ag	D2 agonist	TrxR1 inh	TrxR1 substrate	TRHR PAM	D2 antag	Pin1 inh
O=P(c1ccccc1)(c1ccccc1)c1nc(-c2ccc(Cl)cc2)oc1N1CCOCC1	-8%	?	0.9	2.9	10%	54%[activator]	6	-6	1%
COc1ccc(Cl)cc1C(=O)Nc1ccc2c(c1)OCO2	1%	-6%	0.2	1.2	2%[57.1 µM]	-5%	-4	12	0%
O=C(Cc1ccccc1)Nc1ccc2c(c1)C(=O)N(CC1CCCO1)C2=O (stereo not given)	-3%	-13%	-0.6	0.9	-2%	65%[activator]	-3	3	-3%
Cc1ccccc1NC(=O)c1ccc(S(=O)(=O)N(C)C)cc1	15%	?	-1.3	-0.4	7%	6%	45*	-5	1%
O=S(=O)([O-])CCC[n+]1c(SCCCS(=O)(=O)O)sc2ccc(Cl)cc21	2%	-14%	0.8	1.3	101%[activator]	-7%	3	0	-11%
CCOC(=O)c1cccc(NC(=O)N2CC(CC)Sc3ccccc32)c1 (stereo not given)	10%	6%	-0.3	-0.9	11%	-5%	4	.	-4%
CCc1ccc(-c2nc(SCC(=O)NCC3CCCO3)c(-c3ccc(C)cc3)[nH]2)cc1 (stereo not given)	17%	-6%	0.7	-0.6	0%	0%	0	.	?
O=C(OCCOc1ccccc1)c1n[nH]c2ccccc12	9%	-2%	-0.4	0.2	8%	0%	-4	13	?
O=C(C1=NN[C@@H]2C(=O)N(c3ccccc3C(F)(F)F)C(=O)[C@H]12)c1ccc2ccccc2n1	9%	-21%	0.9	0.3	-10%	-13%	6	7	12%
Cc1c(N/C(=N/S(=O)(=O)c2ccc(Cl)cc2)c2ccccc2)c(=O)n(-c2ccccc2)n1C	.	.	0.4	0.1	.	.	-24	26	.
O=C(c1cccs1)N1CCC(c2nc3ccccc3s2)CC1	2%	-3%	-0.2	-0.4	2%	-8%	4	-16	-9%
O=C(O)C1CCC(N2C(=O)C3C4CCC(C4)C3C2=O)CC1 (stereo not given)	-1%	-10%	-0.2	1.1	18%[57.1 µM]	-4%	8	11	3%
COc1cc(OC)cc(-c2nc3ccccc3c(=O)n2OC(=O)c2ccccc2C)c1	7%	-19%	0.1	-0.8	13%	-5%[57.1 µM]	-17	6	14%
O=C(CCC(=O)c1ccc(F)cc1)NN1C(=O)NC2(CCCCC2)C1=O	4%	-11%	0.2	-0.1	-13%	-10%	7	7	-7%
CCCCn1c(N)c(N(CC)C(=O)c2cccc(OCc3ccccc3)c2)c(=O)[nH]c1=O	-7%	-27%	0.1	-0.4	16%	2%	-2	8	3%
CN(c1cccc(NC(=O)COc2ccccc2)c1)S(C)(=O)=O	5%	?	-1.2	1.4	9%	10%	-4	10	-1%
CCCCOc1ccccc1C(=O)N(Cc1ccc(C)o1)C1CCS(=O)(=O)C1 (stereo not given)	7%&0%	-13%&1%	-0.3&-0.9	-0.6&-1.0	?	5%&-3%	2&9	-4	2%&4%
CC(C)OCCCNC(=O)c1cccc(NC(=O)c2ccccc2)c1	2%	-11%	0.1	-0.5	9%	2%	2	2	-4%
Cc1cc(C)c(S(=O)(=O)N2CCN=C2c2ccccc2)c(C)c1	-4%	3%	-0.2	-0.1	-34%	-10%	1	-5	1%
COc1ccc(CCNC(=O)C2CCN(S(=O)(=O)c3ccc(C)cc3)CC2)cc1OC	0%	-4%	-0.4	1.0	-18%	-17%	-7	3	-6%
COc1ccc(NC(=O)c2cc3ccccc3o2)cc1S(=O)(=O)N1CCCCC1	7%	?	.	.	21%	5%	.	.	25%
CCCSc1nnc(NC(=O)CSc2sc3c(O)cc(=O)[nH]c3c2C#N)s1	-9%	?	0.3	4.6	-17%	-8%	2	15	.
COC(=O)c1ccc(CO/N=C/c2ccccc2OC)cc1	2%	-5%	-0.7	-0.5	3%	-8%	13	-5	?
O=C(Nc1ccccc1Sc1ccccc1)c1ccc(F)cc1	-6%	-19%	-0.3	-0.6	-9%	-7%	0	11	-6%
CC(C)c1ccc(/C=C/c2[nH]c(=O)[nH]c(=O)c2[N+](=O)[O-])cc1	-8%	-20%	0.2	0.3	-12%	-6%	3	-25	-3%

Some of the entries above, reformatted:
molecule: COc1ccc(NC(=O)c2sc3nc(N4CCOCC4)c4c(c3c2N)CC(C(C)C)OC4)c(OC)c1 (stereo not given)
  mIDH1 inhibitor: -6%	USP1 inh: -23%	TRHR ag: 0.2	D2 agonist: 0.3	TrxR1 inh: -6%	TrxR1 substrate: 41%[activator]	TRHR PAM: 1	D2 antag: 4	Pin1 inh: -2%
molecule: CC(C)c1nc2c(c(=O)n(C)c(=O)n2C)n1C
  mIDH1 inhibitor: -5%	USP1 inh: -25%	TRHR ag: 1.1	D2 agonist: -0.5	TrxR1 inh: 13%[2.29 µM]	TrxR1 substrate: 1%[57.1 µM]	TRHR PAM: 6	D2 antag: -24	Pin1 inh: 4%
molecule: Clc1ccc(-c2csc(=Nc3cccnc3)n2CCCn2ccnc2)cc1Cl
  mIDH1 inhibitor: -1%	USP1 inh: -1%	TRHR ag: -0.6	D2 agonist: 4.0	TrxR1 inh: -23%	TrxR1 substrate: -17%	TRHR PAM: -9	D2 antag: 5	Pin1 inh: -1%

An excerpt. The share of hits here may be higher or lower than overall.
